# mIDH1 inhibitor: inhibitors of human mutant IDH1 R132H; O75874; IDH1-R132H enzyme, NADPH consumption, diaphorase/resazurin fluorescence; Potency, µM (highest dose often 76.6 µM), inactives show at the highest dose activity change, negative = inhibition, usual class: inhibitors; 390,000 compounds, 0.093% hits; further: on the % scale 0 is the no-effect control and ±100 the full control effect; nearly all actives have a fitted effect of over 65% in size
#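 IDH1-R132H (0.5 ug/mL) preincubated 30 min with compound, then NADPH (0.016 mM) and alpha-KG (2 mM) added; 80 min at RT, pH 7.5. Remaining NADPH coupled via diaphorase/resazurin to fluorescence (540/590 nm); concentration-response curves normalized to no-enzyme control.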
# Vif-APOBEC3F blk: blocks the Vif interaction with APOBEC3F; HeLa A3F-eYFP + Vif (tagged APOBEC3F with the HIV-1 protein that degrades it), YFP fluorescence increase; Potency, µM (highest dose often 46.1 µM), without a hit: top-dose activity, negative = active; 390,000 compounds, 0.2% hits; further: % of control where 0% means no effect; nearly all actives have a fitted effect of over 65% in size
#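 HeLa cells stably expressing A3F-eYFP plus Vif, plated and incubated overnight at 37 deg C, then exposed to compounds overnight at 37 deg C. Blocked degradation read as raised yellow fluorescence (Ex 488/Em 500-530).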
# Vif-APOBEC3G blk: inhibitors of Vif-APOBEC3G interaction; Q9HC16; HeLa A3G-eYFP + Vif (tagged APOBEC3G with the HIV-1 protein that degrades it), YFP fluorescence, overnight; Potency, µM (series often up to 46.1 µM), for the others: at the top dose activity, negative = active, hits mostly inhibitors; 410,000 compounds, 0.076% hits; AID 602310;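 further: on the % scale 0 is the no-effect control and ±100 the full control effect; nearly all actives have a fitted effect of over 60% in size; hits raise eYFP signal because A3G escapes Vif-driven loss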
#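 HeLa cells stably expressing Vif and C-terminally eYFP-tagged A3G, seeded overnight at 37 deg C, then exposed to compound by pintool overnight at 37 deg C. Rise in yellow fluorescence (Ex 488/Em 500-530, Acumen) marks blocked Vif-driven A3G degradation.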
# USP1-UAF1 inh: blocks the human USP1/UAF1 deubiquitinase complex | recombinant USP1/UAF1, Ub-Rhodamine cleavage fluorescence | Potency, µM (titrated, usually from 57.1 µM), without a hit: at the top dose activity change, negative = inhibition, actives largely listed as inhibitors | 390,000 compounds, 0.23% hits; further: on the % scale 0 is the no-effect control and ±100 the full control effect; nearly all actives have a fitted effect of over 60% in size; inactives centre near -12
#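 In this screen, compounds sit with the deubiquitinase complex (1nM) for 15 min at room temperature before Ub-Rho is added at 150nM final. Fluorescence rise is then followed for 6 reads every 60 seconds.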
# 12-LOX inh: inhibitors of human 12S-lipoxygenase ALOX12. P18054. purified 12hLO, xylenol orange hydroperoxide absorbance. Potency, µM (highest dose often 108 µM), for inactives: at the top dose activity change, negative = inhibition, most hits filed as inhibitors. 580,000 compounds, 1.1% hits. AID 1671190; further: on the % scale 0 is the no-effect control and ±100 the full control effect
# Target sequence (P18054 whole entry, looked up): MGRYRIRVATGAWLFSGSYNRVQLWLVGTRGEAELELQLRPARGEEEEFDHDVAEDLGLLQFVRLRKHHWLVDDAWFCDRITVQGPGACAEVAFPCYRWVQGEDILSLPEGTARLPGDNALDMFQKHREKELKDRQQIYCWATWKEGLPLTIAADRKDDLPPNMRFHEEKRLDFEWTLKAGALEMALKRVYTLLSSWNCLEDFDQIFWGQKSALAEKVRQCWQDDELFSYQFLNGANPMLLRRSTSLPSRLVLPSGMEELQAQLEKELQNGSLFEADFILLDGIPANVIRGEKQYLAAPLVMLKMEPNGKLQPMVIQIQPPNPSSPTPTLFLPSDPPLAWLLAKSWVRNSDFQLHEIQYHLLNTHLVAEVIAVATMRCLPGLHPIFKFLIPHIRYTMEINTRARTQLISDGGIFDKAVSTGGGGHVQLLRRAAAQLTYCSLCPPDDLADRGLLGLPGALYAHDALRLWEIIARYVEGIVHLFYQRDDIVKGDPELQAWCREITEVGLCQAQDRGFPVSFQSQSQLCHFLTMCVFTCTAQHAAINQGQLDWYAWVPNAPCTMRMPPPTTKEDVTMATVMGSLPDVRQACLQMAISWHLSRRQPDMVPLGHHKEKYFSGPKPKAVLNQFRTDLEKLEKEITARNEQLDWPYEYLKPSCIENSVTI
#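 Purified human 12hLO (150 nM final) in 25 mM Hepes, 0.01% Triton X-100, pH 7.0 was preincubated 15 min at room temperature with compound. Then 40 uM arachidonic acid was added, 30 min. Hydroperoxide was read by Fe-XO absorbance ratio 573/405 nm.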
# rTrxR1 inhibitor: inhibitors of rat thioredoxin reductase 1; recombinant rTrxR1, NADPH fluorescence consumption, selenite substrate; Potency, µM (top dose mostly 114 µM), for the others: top-dose activity change, negative = inhibition, hits mostly inhibitors; 390,000 compounds, 1% hits; further: on the % scale 0 is the no-effect control and ±100 the full control effect; nearly all actives have a fitted effect of over 65% in size
#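 Rat TrxR1 (90 nM in the dispensed reagent) was pre-reduced with 400 uM NADPH for 5 min at room temperature, then incubated with compound for 15 min. After 400 uM selenite was added, NADPH fluorescence (Ex 340/Em 450 nm) was followed for 8 min.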
# RXFP1 agonist: RXFP1 (human) receptor agonism. Q9HBX9. HEK293T-RXFP1 cAMP TR-FRET, 30 min; response scale: percent of porcine relaxin response, buffer zero. Potency, µM (highest dose often 57.5 µM), inactives show at the highest dose activation, usual class: activators. 370,000 compounds, 0.3% hits. AID 2676; further: on the % scale 0 is the no-effect control and ±100 the full control effect; nearly all actives have a fitted effect of over 60% in size; many of its hits are not listed in these tables
#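 Agonist response is measured as cAMP accumulation in an RXFP1-transfected HEK293T line under PDE4 inhibition. Values are scaled between buffer-only and 29 nM porcine relaxin, and EC50s come from standard Hill equation fits.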
# TrxR1 substrate: substrates of rat thioredoxin reductase 1; 390,000 compounds, 0.01% hits; O89049; Potency, µM (highest dose often 114 µM), for inactives: top-dose activity change, negative = substrate turnover; AID 588456; purified TrxR1 substrate turnover, NADPH consumption readout; further: on the % scale 0 is the no-effect control and ±100 the full control effect; nearly all actives have a fitted effect of over 50% in size
#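 Rat TrxR1, dispensed at 90 nM, was prereduced with 400 uM NADPH (final) for 5 min at ~22 deg C, then incubated with compound 15 min before 400 uM selenite. A first-read NADPH fluorescence drop versus no-compound background flagged substrates.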
# RGS4 inhibitor: blocks human RGS4-accelerated GTP hydrolysis. Transcreener GDP fluorescence polarization, RGS4-accelerated GTP hydrolysis. Potency, µM (titrated, usually from 114 µM), for the others: top-dose activity change, negative = inhibition, hits mostly inhibitors. 390,000 compounds, 0.039% hits. AID 504845; further: on the % scale 0 is the no-effect control and ±100 the full control effect; nearly all actives have a fitted effect of over 75% in size; some results filed as inactive show a strong effect at the top dose
# Target sequence (P49798 whole entry, looked up): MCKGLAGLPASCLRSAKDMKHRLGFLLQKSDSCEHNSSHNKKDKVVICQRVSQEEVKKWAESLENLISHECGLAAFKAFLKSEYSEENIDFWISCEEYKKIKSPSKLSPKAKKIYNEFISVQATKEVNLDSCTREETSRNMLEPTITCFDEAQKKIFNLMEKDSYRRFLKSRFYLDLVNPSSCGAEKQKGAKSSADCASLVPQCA
#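 MLSMR compounds (23 nl, pin-transferred) preincubated 10 min at room temperature with a 500nM (2x) first reagent, then RGS4 at 900nM (2x) plus Transcreener GDP mix added; fluorescence polarization (620/688 nm) read before and after 90 min at 30 °C.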
# * = called active by the depositor; i = inactive; u = inconclusive; x = not tested or not shown; [ ] = dose if it differs, or a comment. The call rests on the fitted dose curve; in most records, active means well fitted curve in the direction sought with a large enough effect; inconclusive means small, poorly fitted or top-dose-only effect, or another doubt; inactive means no such curve, though single readings can be large; an effect the other way counts as inactive or inconclusive. Potency means the concentration at half of the fitted maximal effect.
# The opening two entries, to show the layout:
SMILES,mIDH1 inhibitor,Vif-APOBEC3F blk,Vif-APOBEC3G blk,USP1-UAF1 inh,12-LOX inh,rTrxR1 inhibitor,RXFP1 agonist,TrxR1 substrate,RGS4 inhibitor
COc1c(S(=O)(=O)NCCCN2CCOCC2)ccc(Cl)c1Cl,7%,-1%,-1%,-17%,6%,12%,3.1%,1%,-18%
CCOC(=O)NCCc1c(C)nc2c(c(C)nn2C(C)(C)C)c1C,0%,6%,6%,6%,0%,-9%,-0.9%,13%[57.1 µM],2%[11.4 µM]

# Main list, previewed entries included:
SMILES,mIDH1 inhibitor,Vif-APOBEC3F blk,Vif-APOBEC3G blk,USP1-UAF1 inh,12-LOX inh,rTrxR1 inhibitor,RXFP1 agonist,TrxR1 substrate,RGS4 inhibitor
COc1c(S(=O)(=O)NCCCN2CCOCC2)ccc(Cl)c1Cl,7%,-1%,-1%,-17%,6%,12%,3.1%,1%,-18%
CCOC(=O)NCCc1c(C)nc2c(c(C)nn2C(C)(C)C)c1C,0%,6%,6%,6%,0%,-9%,-0.9%,13%[57.1 µM],2%[11.4 µM]
CCCCCCN1C[C@H](n2cc(COC(=O)c3ccccc3)nn2)[C@@H](O)C[C@@H]1c1ccc(Cl)cc1,-8%,6%,-20%,u,u,x,x,x,x
COCCNC(=O)c1cccc(NC(=O)C2=C(C)OCCS2)c1,-3%,0%,-1%,-20%,6%,13%,-4.0%,-5%,-15%[56.9 µM]
Cc1cc(N/N=C/c2ccncc2)nc2ccccc12,0%,0%,-17%,-7%,-6%,1%,-2.6%,-5%,0%[56.9 µM]
CCOC(=O)Cn1nc(NC(=O)c2ccc3c(c2)OCO3)cc1C,6%,1%,0%,-11%,5%,-17%,-2.7%,-14%,-17%
Cc1cc(NC(=O)COc2ccccc2)ccc1Cl,7%,2%,1%,-3%,188%[activator],19%,-1.8%,-4%,23%
COc1ccccc1OCC(=O)Nc1oc(-c2ccccc2)c(-c2ccccc2)c1C#N,-1%,2%,0%,-21%,0%,10%[57.1 µM],-0.9%,15%,-49%
COc1cc(-c2nc3n(n2)C(c2ccc(F)cc2)C(C(N)=O)=C(C)N3)cc(OC)c1OC (stereo not given),0%,5%,-1%,u,-21%,-4%,0.8%,-3%,9%
CCOc1cc(C(N)=O)cc(OCC)c1OCC,5%,-1%,-2%,-19%,1%,7%[57.1 µM],1.0%,4%,-19%
Cc1ccc(S(=O)(=O)NC(C(=O)OCC(=O)NC2CCS(=O)(=O)C2)C(C)C)cc1 (stereo not given),5%,1%,-8%,-4%,0%,-1%,-1.0%,-1%,-27%
Cc1ccc(S(=O)(=O)N2CCC3(CC2)OCCO3)c(C)c1,-2%,0%,2%,-5%,-4%,26%,0.4%,3%,42%
CN(C)S(=O)(=O)c1ccc(S(=O)(=O)N2CCCC(C(=O)NC3CCCC3)C2)cc1 (stereo not given),6%,6%,-2%,-15%,-4%,27%[57.1 µM],-0.7%,-14%[57.1 µM],5%
COc1ccc(NC(=O)COC(=O)c2cc(=O)c3ccccc3o2)cc1OC,3%,2%,-7%,-12%,-15%,-17%,-0.7%,-12%,-26%
Cn1nnnc1SCC(=O)Nc1ccc(Br)cc1Cl,0%,6%,-5%,-22%,3%,-15%[57.1 µM],2.3%,5%[57.1 µM],5%
Cc1ccc(CC2C(=O)N(CC(=O)O)C(=O)C2C)cc1 (stereo not given),-3%,-1%,-1%,-14%,0%,2%,0.0%,0%,-10%
CC(C)=CCC(C)(C)CNC(=O)NC1CCCCC1,0%,1%,1%,-11%,2%,1%[57.1 µM],-0.7%,-1%,9%
Cc1cc(NC(=O)Cc2ccccc2)nc2c1c(=O)oc1ccccc12,-9%,2%,2%,u,28%[57.4 µM],7%,20%,-4%,17%
CC(=O)c1ccc(Nc2nc3ccccc3nc2NS(=O)(=O)c2cccs2)cc1,-11%,15%,-6%,-14%,-6%,-2%,0.5%,-10%,-8%
CC1=C(C(=O)N2CCOCC2)CC(CC(=O)NCc2cccc3ccccc23)C(=O)N1CCC1=CCCCC1 (stereo not given),8%,0%,-6%,-2%,u,x,x,x,x
Cc1ccc(NC(=O)CSCCc2ccccn2)nc1,-7%,-1%,0%,3%,-9%,6%[57.1 µM],-0.6%,-5%[57.1 µM],-18%
CC1CCCCC1NC(=O)c1nnc(Cc2ccc(Cl)cc2)o1 (stereo not given),13%,1%,0%,-14%,380%[activator],7%[57.1 µM],0.1%,2%[57.1 µM],-12%
O=C(Cn1cccc1)N1CCc2ccccc21,0%,-12%,0%,-14%,2%,6%[57.1 µM],-0.3%,7%[57.1 µM],3%
CCN(CC)S(=O)(=O)c1cccc(C(=O)NN2Cc3ccccc3C2=N)c1,4%,-10%,0%,-1%,0%,19%,1.7%,1%,7%

# Limited to Vif-APOBEC3G blk, for some of the entries so far:
SMILES,Vif-APOBEC3G blk
CC(C)=CCC(C)(C)CNC(=O)NC1CCCCC1,1%
Cc1cc(NC(=O)Cc2ccccc2)nc2c1c(=O)oc1ccccc12,2%

# Later entries:
SMILES,mIDH1 inhibitor,Vif-APOBEC3F blk,Vif-APOBEC3G blk,USP1-UAF1 inh,12-LOX inh,rTrxR1 inhibitor,RXFP1 agonist,TrxR1 substrate,RGS4 inhibitor
O=C(O)c1ccc(CP(=O)(c2ccccc2)c2ccccc2)cc1,-8%,-1%,0%,-10%,-15%,10%,-4.6%,0%,24%
O=C(CNC(=O)c1ccccc1Br)N/N=C/c1cccs1,4%,0%,1%,-23%,i,8%,-0.2%,-3%,-17%
CCCc1nnc(N2C(=O)c3oc4ccc(F)cc4c(=O)c3C2c2ccc(C(=O)OC)cc2)s1 (stereo not given),10%,-4%,-7%,-15%,1%,17%,2.7%,-1%,-29%
C=CC[C@@H](CC(=O)N[C@@H](CO)Cc1ccccc1)C(=O)NC[C@H](OC(=O)[C@@H](CC=C)Cc1ccc(F)cc1)c1ccccc1,-3%,-11%,1%,-31%,0%,5%,x,-1%,-1%
CCCc1cnc(NCCNCC(O)COc2ccc(Cl)c(Cl)c2)nc1 (stereo not given),12%,2%,-8%,-7%,u,-1%[57.1 µM],2.5%,-6%[57.1 µM],13%
O=C(N/N=C/c1ccco1)c1cc(-c2cccc3ccccc23)n[nH]1,1%,-2%,-15%,-16%,19%,-11%,0.7%,-6%,14%
CCOC(=O)C1CCC(CN(Cc2c(Cl)cccc2Cl)S(=O)(=O)c2ccc(Cl)cc2)CC1 (stereo not given),18%,3%,9%,-6%,6%,23%[57.1 µM],0.7%,5%[57.1 µM],2%
S=c1[nH]nc(CCc2ccccc2)n1Cc1ccccc1,-2%,5%,1%,0%,u,-21%,0.8%,-4%,-28%
CCOc1ccc(OCC)c(NC(=O)C2CCN(c3nn4c(=O)cc(C)nc4s3)CC2)c1,-1%,-9%,-5%,-24%,x,-1%,3.7%,-4%,-23%
CN(C)S(=O)(=O)c1cccc(NC(=O)COC(=O)CCc2nc3ccccc3s2)c1,3%,-6%,-9%,-3%,0%,-6%[57.1 µM],-1.5%,12%,19%
C/[N+]([O-])=C/c1c(OCc2ccccc2)ccc2ccccc12,7%,8%,0%,1%,x,9%,-2.7%,-6%,18%
CCOC(=O)C1CCN(C(=O)c2ccccc2Oc2ccccc2)CC1,0%,-5%,2%,-2%,0%,11%,1.6%,2%,7%
Cc1ccc(NC(=O)c2sc3ncn(CC(=O)N4CCN(c5ccccn5)CC4)c(=O)c3c2C)cc1,-2%,-1%,1%,-24%,-7%,x,x,x,x
Cc1ccc(NC(=O)CN(C)C(=O)Cc2c(Cl)cccc2Cl)cc1,6%,u,-5%,-7%,-20%,2%[57.1 µM],0.3%,1%[57.1 µM],-35%
COc1ccccc1NC(=O)CSCc1cc(=O)n2ccsc2n1,4%,4%,4%,-23%,16%,9%,0.7%,-2%,-13%[56.9 µM]
COc1ccc(C(=O)N/C(=C\c2ccco2)C(=O)NCc2ccco2)cc1,9%,-4%,0%,-18%,-22%,u,0.5%,-10%,3%
COc1ccc(-n2nc(C(=O)NCC(=O)N3CCN(c4ccccc4)CC3)c3ccccc3c2=O)cc1OC,-7%,1%,-1%,-21%,-28%,2%[57.1 µM],7.3%,-1%[57.1 µM],-13%
N#C/C(=C\c1ccc[nH]1)Sc1nc2ccccc2s1,1%,-13%,-13%,-12%,6%,24%[57.1 µM],0.7%,9%[57.1 µM],1%
O=C(Nc1nnc2n1CCS2)c1ccc(F)cc1F,-5%,5%,9%,u,-5%,15%[57.1 µM],-0.1%,3%[57.1 µM],1%
CCOc1ccc(OCCC(=O)Nc2ccc(N3CCOCC3)cc2N2CCOCC2)cc1,12%,3%,0%,-18%,-12%,x,x,x,x
COCc1nnc(NC(=O)CC(C)c2ccccc2)s1 (stereo not given),6%,x,1%,-10%,0%,11%,1.5%,-2%,14%
O=C(c1cccc(F)c1)N1CCN(C(=O)c2cc3ncc(Br)cn3n2)CC1,0%,-2%,-1%,4%,11%,-2%,2.7%,-9%,5%
CCOC(=O)CN(C(=O)Cn1nnc(-c2ccc(C)cc2)n1)C(CC)C(=O)NC1CCCC1 (stereo not given),13%,0%,0%,-11%,3%,12%,1.6%,-9%,-12%
O=C(NCCCN1CCOCC1)c1ccc2c(=O)n(Cc3cccc(Br)c3)c(=S)[nH]c2c1,-2%,12%,-9%,-28%,x,-7%,3.5%,-7%,-19%

# Not all compounds are listed; count on the stated rates, not on these rows.
